697 NFkB inh – lowers PMA/ionomycin-induced NF-kB signal in 697 B cells. inhibition, % at 4 µM. 330,000 compounds, 0.33% hits. AID 435022. 697 B-cell NF-kB luciferase reporter, 16 h; in the data active = inhibition above about 35%
CCR6 antag – CCR6 (human) receptor antagonism. AID 493098. 340,000 compounds, 0.49% hits. P51684. inhibition, % at 20 µM. CHO-K1 CCR6 PathHunter beta-arrestin, luminescence, CCL20-stimulated;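 active = compounds whose inhibition of the agonist-driven luminescence signal at 20 µM reaches about 50%, limit read from the data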;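 note: cells stimulated with CCL20 at 14 nM final; plate controls were DMSO with CCL20 for no effect and DMSO without agonist for full effect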
Target sequence (P51684 whole entry, looked up): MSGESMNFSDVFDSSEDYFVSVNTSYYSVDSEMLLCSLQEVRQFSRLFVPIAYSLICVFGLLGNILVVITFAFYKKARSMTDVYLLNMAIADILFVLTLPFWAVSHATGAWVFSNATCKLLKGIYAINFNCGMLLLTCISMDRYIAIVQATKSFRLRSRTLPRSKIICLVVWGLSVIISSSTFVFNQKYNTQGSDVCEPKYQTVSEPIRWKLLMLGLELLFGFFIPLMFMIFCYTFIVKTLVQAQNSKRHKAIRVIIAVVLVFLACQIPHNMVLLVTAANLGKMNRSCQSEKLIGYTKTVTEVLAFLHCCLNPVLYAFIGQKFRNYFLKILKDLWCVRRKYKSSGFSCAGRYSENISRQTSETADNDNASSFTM
EBI2 block – antagonists of human EBI2 receptor. P32249. EBI2 beta-arrestin recruitment, luminescence, 7a,25-OHC stimulated. inhibition, % at 5 µM. 360,000 compounds, 0.81% hits. AID 651636; in the data active = inhibition above about 38%;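 note: enzyme fragment complementation signal reports receptor beta-arrestin coupling in cells; 0% = agonist plus DMSO wells and 100% = wells without agonist; some results beyond the cut were filed as inactive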
Target sequence (P32249 whole entry, looked up, the tested form may be a part): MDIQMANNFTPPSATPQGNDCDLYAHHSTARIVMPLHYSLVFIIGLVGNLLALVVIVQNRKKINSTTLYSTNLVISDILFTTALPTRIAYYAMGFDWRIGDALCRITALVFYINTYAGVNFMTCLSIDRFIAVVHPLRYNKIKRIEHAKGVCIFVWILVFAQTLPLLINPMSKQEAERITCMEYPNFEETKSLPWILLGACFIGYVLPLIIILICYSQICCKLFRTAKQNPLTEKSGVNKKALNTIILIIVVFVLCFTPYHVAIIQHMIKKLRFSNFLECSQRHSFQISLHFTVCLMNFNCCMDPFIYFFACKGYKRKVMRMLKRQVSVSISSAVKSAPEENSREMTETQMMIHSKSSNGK
APJ antag – APJ receptor antagonism; P35414; CHO-K1 APJ beta-arrestin complementation, luminescence; inhibition, % at 20 µM; 330,000 compounds, 0.32% hits; AID 2521;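 active = inhibition above about 40% at 20 µM, limit read from the data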;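 note: cells challenged with 10 nM apelin-13 agonist together with compound; plate controls were apelin-13 plus DMSO wells for no effect and DMSO wells lacking apelin-13 for full effect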
CXCR6 block – blocks human CXCR6 beta-arrestin recruitment; O00574; CHO-K1 PathHunter CXCR6 beta-arrestin, luminescence; inhibition, % at 20 µM; 360,000 compounds, 0.36% hits; AID 602244; in the data active = inhibition above about 34%, passing the limit was not always enough;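 note: antagonist mode with CXCL16 agonist at 10 nM final; 0% = 10 nM CXCL16 with DMSO and 100% = unstimulated wells without agonist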
Target sequence (O00574 whole entry, looked up): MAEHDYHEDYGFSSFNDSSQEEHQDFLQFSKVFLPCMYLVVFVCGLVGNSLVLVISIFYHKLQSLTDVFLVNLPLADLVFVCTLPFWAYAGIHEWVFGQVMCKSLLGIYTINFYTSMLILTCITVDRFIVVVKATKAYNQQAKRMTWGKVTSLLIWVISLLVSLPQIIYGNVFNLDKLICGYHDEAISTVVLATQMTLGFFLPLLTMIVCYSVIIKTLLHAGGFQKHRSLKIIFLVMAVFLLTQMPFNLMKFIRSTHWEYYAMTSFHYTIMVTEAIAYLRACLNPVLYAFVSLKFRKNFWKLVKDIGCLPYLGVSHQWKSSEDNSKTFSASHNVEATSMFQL
UBC13 inh – human UBC13 polyubiquitination inhibition; UBC13 polyubiquitin chain formation, TR-FRET; 330,000 compounds, 0.47% hits; inhibition, % at 20 µM; P61088; in the data active = inhibition above about 45%, passing the limit was not always enough; inconclusive = no clear call, values can overlap the other calls
Gli-Sufu antag – Gli-Sufu pathway antagonism. Sufu-KO-LIGHT fibroblasts, Gli luciferase reporter luminescence. inhibition, % at 5 µM. 340,000 compounds, 0.74% hits. AID 588413;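 active = inhibition above about 55%, limit read from the data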;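 note: 0% = DMSO-treated cells and 100% = wells with medium but no cells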
Jurkat NFkB inh – inhibitors of the PMA/ionomycin-induced NF-kB reporter in Jurkat cells; PMA/ionomycin-induced NF-kB luciferase reporter, luminescence; inhibition, % at 4 µM; 330,000 compounds, 0.53% hits; AID 435003; in the data active = inhibition above about 50%
Starred values were filed as active, the others as inactive; ? = inconclusive; / = not tested or not shown.

| smiles | 697 NFkB inh | CCR6 antag | EBI2 block | APJ antag | CXCR6 block | UBC13 inh | Gli-Sufu antag | Jurkat NFkB inh |
| --- | --- | --- | --- | --- | --- | --- | --- | --- |
| COC(=O)c1[nH]nc(C(=O)OC(C)(C)C)c1-c1ccccc1 | 3 | -12 | -9 | 4 | -7 | -4 | 15 | -6 |
| COc1ccc(C(=O)Nc2ccc(NC(=O)c3ccccc3)cc2)cc1S(=O)(=O)N1CCOCC1 | 11 | -4 | -8 | 11 | 0 | 4 | -7 | 33 |
| Cc1cc(C)cc(OCc2nnc(SCC(=O)NC3CC3)n2C)c1 | -9 | -2 | -10 | 2 | 6 | -1 | -12 | -9 |
| OCC1(Cc2ccccc2C(F)(F)F)CCN(Cc2ccncc2)CC1 | -28 | 12 | -3 | -12 | 4 | -14 | 13 | 0 |
| CC(/C=N/NC(=O)c1ccncc1)=C\c1ccc(C(C)C)cc1 | -4 | -2 | 8 | -18 | -5 | -5 | -10 | -12 |
| Cc1cc2ncn(-c3ncnc4scc(-c5ccccc5)c34)c2cc1C | -1 | 12 | 21 | 0 | 0 | 4 | -4 | -6 |
| C/C(O)=c1/cnc2nc3ccccc3n2c1=O | 1 | 3 | -11 | 8 | -4 | -6 | -14 | -3 |
| CCCc1cc(=O)[nH]c(SCC(=O)N(C)CC(=O)Nc2ccc(C)cc2)n1 | 5 | -14 | -5 | -3 | 4 | 3 | -18 | 11 |
| C=CCn1c(=S)[nH]c2cc(C(=O)NCCc3ccc(S(N)(=O)=O)cc3)ccc2c1=O | 31 | 13 | -5 | 20 | 8 | 6 | 2 | -10 |
| Cc1cc(-n2nc(C)cc2C)n2nc(C)c(-c3ccc(Cl)cc3)c2n1 | -7 | -6 | -6 | 4 | 5 | -1 | / | -10 |
| Cc1nnc(SCC(=O)NC(=O)Nc2ccc3c(c2)OCCO3)s1 | -1 | -2 | -1 | -13 | 5 | -4 | -3 | -3 |
| CN(C)/C=C(/C(=O)c1ccc(Cl)cc1Cl)S(=O)(=O)c1ccc(Cl)cc1 | -9 | -8 | 3 | -20 | 2 | -6 | 4 | -3 |
| N#Cc1c(NC(=O)C2CC(c3ccccc3Cl)=NO2)sc2c1CCC2 (stereo unspecified) | 0 | 0 | -6 | -1 | 12 | -5 | -4 | -7 |
| CCOc1ccccc1NC(=O)N1CCCC1C(=O)NCc1ccco1 (stereo unspecified) | 15 | 12 | 2 | -7 | 5 | 4 | -16 | 16 |
| CCC(=O)N1CCc2cc(S(=O)(=O)Nc3ccccc3C)ccc21 | -19 | 4 | -10 | 4 | 6 | 4 | -3 | -4 |
| O=c1c2ccccc2nnn1CSc1nc2ccccc2[nH]1 | -108 | 0 | -2 | -6 | 6 | -3 | -68 | -53 |
| Cc1[nH]c(=S)sc1Cc1ccc(Cl)c(Cl)c1 | 3 | / | / | 2 | / | 6 | / | -8 |
| Cc1csc(NC(=O)CSc2nc3nc(C)cc(C)n3n2)n1 | 10 | 1 | -29 | -21 | -6 | -7 | 6 | 1 |
| Cc1cnc(C(=O)OCC(=O)c2ccccc2)cn1 | 1 | -5 | 9 | 21 | 4 | 1 | 7 | 13 |
| O=C(Nc1cccc(C(F)(F)F)c1)c1ccc(Cn2cc(Br)cn2)o1 | -4 | 1 | 7 | -3 | -19 | 7 | 12 | 7 |
| Cc1ccc2sc(N(CCCN(C)C)C(=O)c3ccc(S(=O)(=O)N(C)C4CCCCC4)cc3)nc2c1C | -9 | 20 | 0 | 20 | 14 | 23 | 26 | 6 |
| CC(NC(=S)NCc1ccc(F)cc1)C12CC3CC(CC(C3)C1)C2 (stereo unspecified) | 7 | 20 | 2 | 4 | 9 | 3 | 16 | -5 |
| CCCc1ccc(NC(=O)C2CCN(c3cnccn3)CC2)cc1 | 0 | 8 | 1 | 22 | -2 | -5 | -10 | -11 |
| O=S(=O)(NCc1ccccc1)c1ccc(S(=O)(=O)N(Cc2ccccn2)C2CCCC2)cc1 | 5 | 15 | 24 | 19 | 6 | 3 | 3 | 5 |
| COc1cc(-c2nc(CN(C)C(C)c3ccncn3)c(C)o2)ccc1F (stereo unspecified) | 18 | 3 | -1 | 4 | -6 | 2 | 15 | 3 |
| COc1ccc(S(=O)(=O)n2cccc2)cc1OC | -9 | -14 | -1 | -7 | 2 | -1 | -6 | 7 |
| Cc1ccc2c(Cl)cc(Cl)c(OCC(=O)NC(C)(C)C)c2n1 | -7 | 19 | -8 | -7 | -9 | -4 | 0 | 1 |
| CN(C)S(=O)(=O)c1ccc(Cl)c(C(=O)OCC(=O)c2ccco2)c1 | 6 | 4 | 6 | -6 | 3 | 5 | -1 | -11 |
| Cc1c(C=NNc2ccccc2)[nH]c(=O)[nH]c1=O | / | 4 | -2 | / | -7 | / | 8 | / |
| O=C(COC(=O)c1cccc(F)c1)Nc1ccc(Cl)cn1 | 9 | -6 | -15 | -4 | 3 | -6 | 5 | -7 |
| COc1ccc2c(c1)C=C(CN1CCN(Cc3ccccc3C)C(CCO)C1)CO2 (stereo unspecified) | 2 | 10 | 7 | 0 | -4 | -2 | 27 | -4 |
| Cc1ccc(C(=O)CC2(O)C(=O)N(Cc3ccc4c(c3)OCO4)c3ccccc32)cc1 (stereo unspecified) | 11 | 6 | -6 | 9 | -5 | 10 | -12 | 0 |
| COc1cc2c(cc1OC)C(=Cc1ccc(N(C)C)cc1)C=C2 | / | 32 | 32 | / | 20 | / | -28 | / |
| O=P1(c2ccccc2)C=Cn2c1cc1c2CCCC1 (stereo unspecified) | -17 | -4 | -10 | 3 | -10 | -5 | 6 | 6 |
| Cc1ccc(C)c(Cn2nnc3c(=O)[nH]c(C4CCCN(S(=O)(=O)Cc5ccccc5)C4)nc32)c1 (stereo unspecified) | -16 | 16 | -2 | 6 | 1 | -8 | -10 | 5 |
| COc1ccccc1C(=O)Nc1ccccc1SC | 15 | -6 | 6 | -4 | 8 | 8 | -1 | -3 |

Full records, looked up by structure. Screens in order: 697 NFkB inh	CCR6 antag	EBI2 block	APJ antag	CXCR6 block	UBC13 inh	Gli-Sufu antag	Jurkat NFkB inh
COc1ccc2c(c1)C=C(CN1CCN(Cc3ccccc3C)C(CCO)C1)CO2 (stereo unspecified) across the screens: 2	10	7	0	-4	-2	27	-4
COc1ccccc1C(=O)Nc1ccccc1SC across the screens: 15	-6	6	-4	8	8	-1	-3

Carrying on:
| smiles | 697 NFkB inh | CCR6 antag | EBI2 block | APJ antag | CXCR6 block | UBC13 inh | Gli-Sufu antag | Jurkat NFkB inh |
| --- | --- | --- | --- | --- | --- | --- | --- | --- |
| CC(=O)N1CCc2cc(Br)cc(S(=O)(=O)NCCCN(C)Cc3ccccc3)c21 | -11 | 10 | 11 | 8 | -3 | 0 | 23 | -33 |
| O=C(NNc1ccccc1[N+](=O)[O-])NC1CCCCC1 | 1 | 15 | 10 | -1 | -4 | -3 | -8 | 1 |
| Cc1nn(CSc2c(F)c(F)c(F)c(F)c2F)c(C)c1[N+](=O)[O-] | 14 | 12 | 2 | 11 | 14 | 1 | -14 | 1 |
| CCN(CC)S(=O)(=O)c1ccc(N2CCOCC2)c(NS(=O)(=O)c2ccc(C)cc2)c1 | 22 | -9 | -5 | 13 | -3 | 4 | 2 | 9 |
| CC[C@]12c3[nH]c4ccc(OC)cc4c3CCN1C(=O)C(CC(=O)NCCCN(C)C)C[C@@H]2C(=O)N1CCN(C(=O)C2CC2)CC1 (stereo partly specified) | 6 | 8 | -2 | / | -10 | / | -7 | / |
| CC12CCC(C(=O)NCCN3CCCCC3)(CC1=O)C2(C)C (stereo unspecified) | -11 | 5 | -8 | -32 | 0 | -2 | 0 | -9 |
| Cc1ccc(NC(=O)CCC(=O)OCC(F)(F)C(F)F)cc1 | 3 | -14 | -1 | 19 | -6 | -12 | 38 | -5 |
| COCCNC(=O)C(OC(=O)c1ccco1)c1ccccc1OC (stereo unspecified) | 10 | -3 | -30 | -5 | 7 | 4 | 2 | -1 |
| CC1=C(CC(=O)c2ccc(Cl)cc2)C(=O)c2ccccc2C1=O | -63 | 33 | 26 | 16 | 27 | -9 | -13 | -53 |
| CCCC(c1nnnn1C(C)(C)C)N1CCN(c2ccccc2)CC1 (stereo unspecified) | 18 | 6 | 8 | -2 | 3 | 4 | 4 | 16 |
| COc1ccc(OC)c(NC(=O)/C=C/c2ccc(S(=O)(=O)N3CCOCC3)cc2)c1 | 19 | 16 | 7 | 8 | 5 | -1 | 6 | 2 |
| Cc1cccc(NC(=O)CS(=O)(=O)c2c[nH]c3ccccc23)c1C | -12 | 8 | -7 | -5 | -8 | -6 | 5 | -6 |
| C[C@H](N)c1nnc(SCc2c(Cl)cccc2Cl)o1 | -16 | -31 | -9 | 6 | -5 | -2 | 3 | -2 |
| Cc1ccc(OC(C)C(=O)N(C)c2ccccc2)c([N+](=O)[O-])n1 (stereo unspecified) | 2 | 11 | 3 | 27 | 3 | 1 | -2 | -11 |
| COc1ccc(/C=C(\NC(=O)c2ccccc2)C(=O)NCc2cccnc2)cc1 | -3 | 25 | 0 | 7 | 2 | -5 | 17 | -2 |
| O=C(Nc1cccc(-n2cnnn2)c1)c1cccc(Cl)c1 | 9 | 14 | 5 | 0 | 2 | 3 | 8 | 3 |
| O=C(CC1SC(=Nc2ccc(OC(F)F)cc2)N(CCN2CCOCC2)C1=O)Nc1ccccc1 (stereo unspecified) | 12 | 13 | 6 | -25 | -7 | 14 | -6 | 0 |
| O=S(=O)(c1ccccc1)N(CC1CO1)c1cc(Cl)ccc1Cl (stereo unspecified) | -3 | 18 | 6 | 21 | 9 | 8 | -7 | -9 |
| CCOC(CNC(=O)C1CCN(S(=O)(=O)c2ccc3nc4c(c(C(=O)O)c3c2)CC(C)CC4)CC1)OCC (stereo unspecified) | 6 | -5 | -1 | -38 | -1 | 3 | 0 | 0 |
| O=C(NCC(c1ccco1)N1CCOCC1)c1ccc([N+](=O)[O-])cc1 (stereo unspecified) | 11 | 7 | -4 | -12 | -7 | -12 | -1 | -9 |
| Cc1c(C(=O)N(C)C2CC(C)(C)NC(C)(C)C2)oc2c(F)cccc12 | -25 | 4 | 2 | -35 | -15 | 6 | 15 | 5 |
| CCOC(=O)C(C)(C)C(=O)C(C)(C)C(O)c1ccccn1 (stereo unspecified) | 9 | -12 | -8 | 7 | -9 | 4 | 4 | -8 |
| Cc1nonc1NC(=O)Nc1cccnc1 | 5 | 2 | 5 | -14 | -4 | 7 | 4 | 5 |
| Cc1ccc(OCCNC(=O)CNC(=O)c2ccccc2Cl)cc1 | 12 | 4 | 11 | 16 | 3 | 2 | -6 | -4 |
| Cc1ccc(C(=O)Nc2ccc(F)c(S(=O)(=O)N3CCOCC3)c2)s1 | 9 | -1 | 2 | 8 | 6 | -10 | -4 | -18 |
| O=C1CCc2cc(S(=O)(=O)N3CCN(c4ccc(F)cc4)CC3)cc3c2N1CC3 | -17 | 13 | 8 | 12 | 1 | -5 | -4 | -14 |
| Cc1ccc(SCCC(=O)NCc2ccncc2)cc1 | 19 | 12 | 1 | -8 | 2 | 6 | 3 | 4 |
| N#Cc1c(-c2ccc(F)cc2)cc(-c2cccs2)nc1SCC(=O)O | 9 | 10 | -1 | 14 | 7 | 2 | 37 | 12 |
| C[C@H](CO)N1C[C@H](C)[C@@H](CN(C)Cc2ccc(-c3ccccc3)cc2)Oc2c(NC(=O)Cc3ccccc3)cccc2C1=O | 12 | 10 | 10 | -7 | 6 | -7 | 14 | 0 |
| Cc1ccc(-c2csc(=S)n2CC(=O)OCC(=O)NCc2ccc(F)cc2)cc1 | 26 | / | / | -2 | / | 2 | / | 0 |
| CC(C)OC(=O)c1ccc(COC(=O)CNC(=O)c2ccco2)cc1 | 5 | -6 | -19 | 12 | -16 | 1 | -30 | -10 |
| COc1cccc(CN(C)S(=O)(=O)c2cccs2)c1 | -1 | 11 | 0 | -6 | 11 | -7 | -2 | -8 |
| O=C(NCc1ccccn1)c1ccc(Cn2c(=S)[nH]c3ccc(Br)cc3c2=O)cc1 | 7 | 20 | -4 | 14 | 3 | ? | -1 | 4 |
| Nc1ccc(SCc2cccnc2)cc1 | -14 | 6 | 6 | 11 | 5 | -4 | -8 | -12 |
| CCOC(=O)c1c(C)[nH]c(C(=O)N(C)Cc2cccc(OC)c2OC)c1C | -17 | 3 | 7 | 8 | -4 | -1 | 16 | 1 |
| COc1ccccc1OCc1ccc(C(=O)N(C)C)o1 | 1 | 14 | -7 | -21 | 5 | 9 | 24 | -7 |

Screening data: PubChem, Sanford-Burnham Center for Chemical Genomics

Rows were taken by chance, and some 3% of all compounds hit somewhere here.
